Screening results as filed in PubChem.
Rv3671c inh: inhibitors of M. tuberculosis serine protease Rv3671c; P9WHR9; inhibition, % at 5.96 µM; 320,000 compounds, 0.048% hits; AID 2606; in the data active means inhibition above about 38%;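 further: extracellular domain of Rv3671c used as enzyme; 0% = enzyme with DMSO and 100% = no enzyme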
MazF activator: activators of E. coli MazEF toxin-antitoxin RNase; FAM/BHQ RNA-DNA oligo cleavage fluorescence, 5 h; 350,000 compounds, 0.32% hits; P0AE70; activation, % at 20 µM; in the data active means activation above about 50%
Target sequence (P0AE70 whole entry, looked up): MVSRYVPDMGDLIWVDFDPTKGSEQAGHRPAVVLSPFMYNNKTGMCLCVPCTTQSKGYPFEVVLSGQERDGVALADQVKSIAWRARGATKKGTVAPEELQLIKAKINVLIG
BoNT F protease: inhibitors of Botulinum neurotoxin F light chain protease; Multiplex microsphere protease cleavage assay, flow cytometry; 360,000 compounds, 0.22% hits; AID 588497; inhibition, % at 10 µM; in the data active means inhibition above about 35%, passing the limit was not always enough; inconclusive means no clear call, values can overlap the other calls; further: plate controls were buffer without enzyme for full effect and enzyme alone for no effect
SARS 3CLpro inh: SARS-CoV 3CLpro protease inhibition; inhibition, % at 6 µM; P0C6X7; recombinant SARS-CoV 3CLpro, quenched FRET peptide cleavage; 290,000 compounds, 0.14% hits; in the data active means inhibition above about 12%
PriA SSB inh: blocks PriA binding to SSB C-terminal tail; AlphaScreen SSBct-PriA binding, biotinylated peptide; AID 1272365; 430,000 compounds, 0.6% hits; inhibition, % at 33 µM; in the data active means inhibition mostly above about 37%, no sharp cut-off; inactive means mostly below about 20%;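 further: plate controls were negative control peptide for no effect and reference peptide for full effect; strong numbers were not always called active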
Anthrax LF inh2: anthrax lethal factor protease inhibition | 360,000 compounds, 0.12% hits | inhibition, % at 10 µM | multiplex microsphere protease cleavage assay, LF; further: plate controls were buffer without enzyme for full effect and enzyme alone for no effect
Target sequence (P15917 whole entry, looked up): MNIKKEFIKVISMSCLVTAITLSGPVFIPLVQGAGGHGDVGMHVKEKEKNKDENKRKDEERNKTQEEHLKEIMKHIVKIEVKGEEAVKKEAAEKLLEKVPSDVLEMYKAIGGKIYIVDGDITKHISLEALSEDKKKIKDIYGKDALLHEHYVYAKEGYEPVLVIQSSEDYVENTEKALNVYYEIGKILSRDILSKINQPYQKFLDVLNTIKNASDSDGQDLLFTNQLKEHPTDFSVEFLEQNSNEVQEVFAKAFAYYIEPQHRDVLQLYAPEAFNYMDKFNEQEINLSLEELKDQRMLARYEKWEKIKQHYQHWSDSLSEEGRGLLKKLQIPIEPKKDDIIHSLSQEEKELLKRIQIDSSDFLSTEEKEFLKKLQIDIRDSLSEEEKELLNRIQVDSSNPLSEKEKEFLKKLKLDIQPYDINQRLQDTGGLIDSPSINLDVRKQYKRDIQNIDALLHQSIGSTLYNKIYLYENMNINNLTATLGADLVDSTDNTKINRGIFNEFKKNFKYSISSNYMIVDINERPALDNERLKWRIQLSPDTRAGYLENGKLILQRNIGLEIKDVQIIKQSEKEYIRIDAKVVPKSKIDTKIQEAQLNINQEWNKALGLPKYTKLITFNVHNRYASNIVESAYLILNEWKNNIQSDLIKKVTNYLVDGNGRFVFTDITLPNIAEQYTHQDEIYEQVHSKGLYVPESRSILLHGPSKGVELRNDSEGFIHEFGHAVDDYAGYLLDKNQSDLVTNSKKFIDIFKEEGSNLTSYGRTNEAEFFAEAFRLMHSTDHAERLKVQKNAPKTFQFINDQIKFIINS
BoNT A protease: inhibitors of Botulinum neurotoxin A light chain protease | multiplex microsphere protease substrate cleavage, flow cytometry | inhibition, % at 10 µM | 360,000 compounds, 0.17% hits; further: plate controls were buffer without enzyme for full effect and enzyme alone for no effect
PrPC surface inh: inhibitors of human cell surface prion protein PrPC; inhibition, % at 13.8 µM; AID 720596; 370,000 compounds, 0.43% hits; TR-FRET read-out; in the data active means inhibition above about 24%; further: 0% = median of the test wells and 100% = reference compound wells
CCHFV vOTU inh: CCHFV vOTU protease inhibition. Pep-AMC fluorescence. AID 651958. 370,000 compounds, 0.55% hits. inhibition, % at 11.5 µM; in the data active means inhibition above about 30%; further: 0% = vehicle wells with enzyme and 100% = no enzyme wells
VHR inh abs: blocks human VHR1 dual specificity phosphatase; P51452; recombinant VHR phosphatase, pNPP absorbance; inhibition, % at 13.3 µM; 290,000 compounds, 0.52% hits; AID 1654; in the data active means inhibition above about 50%; further: some compounds called inactive have numbers as strong as hits
Target sequence (P51452 whole entry, looked up): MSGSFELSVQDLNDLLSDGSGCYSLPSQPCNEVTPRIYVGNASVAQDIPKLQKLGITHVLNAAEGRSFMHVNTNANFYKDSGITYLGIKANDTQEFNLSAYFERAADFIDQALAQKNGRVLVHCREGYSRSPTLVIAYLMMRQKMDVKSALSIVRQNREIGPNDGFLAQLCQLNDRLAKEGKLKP
An asterisk follows results filed as active; ? = inconclusive; · = no result given; & = joins results of further samples. Unless noted, no stated cut-off is given here; in the data, active means inhibition above about 30%; inconclusive means no clear call, values can overlap the other calls; inactive means below that.

SMILES	Rv3671c inh	MazF activator	BoNT F protease	SARS 3CLpro inh	PriA SSB inh	Anthrax LF inh2	BoNT A protease	PrPC surface inh	CCHFV vOTU inh	VHR inh abs
COc1ccc(Cl)cc1NS(=O)(=O)N1CCOCC1	-7	7	-5	-1	-8	-3	0.1	0	-3	9
Cc1cccc(S(=O)(=O)Nc2cccc(-c3cn4ccsc4n3)c2)c1	-27	2	8	4	14	2	-0.5	14	4	14
COc1ccc(CNn2c(-c3cccs3)nc3ccccc3c2=O)cc1OC	-35	-23	-10	3	1	-7	-1.0	4	14	-4
COc1ccc(C(=O)CSc2nc(C(C)(C)C)nc3ccccc23)cc1	-15	-12	-10	-1	-14	0	-1.4	13	0	-1
C[C@H](O)[C@@H]1C(=O)N2CCc3ccc(-c4cccc(F)c4)cc3[C@@H]2C[C@@H]1N(C)C(=O)C(C)(C)C	·	-2	-2	·	-3	2	0.1	3	8	·
CCOc1ccc(CCNC(=O)C2CCCN2C(=O)OCc2ccccc2)cc1OCC (centres undefined)	-9	-3	-3	3	-7	-2	-1.6	-4	11	7
CC1CCC(N2CCN(S(=O)(=O)Cc3ccccc3)CC2)CC1 (centres undefined)	-5	-2	0	1	9	-1	0.0	0	9	5
C=C(C)Cn1c(N2CCN(CC)CC2)nc2c1c(=O)[nH]c(=O)n2C	10	5	-2	-2	0	-8	-0.9	-1	-2	12
O=C(COc1ccc(Cl)cc1Cl)N1CCN(c2ccccn2)CC1	9	0	-4	3	-12	2	-0.2	3	-3	39
O=c1cc(-c2ccc(O)cc2)oc2ccccc12	-7	5	-7	3	-6	0	-0.2	-4	-1	16
COc1ccc(CCNC(=O)Cn2cccc2C(=O)c2ccccc2)cc1OC	2	-2	11	-3	-1	1	1.7	-2	-3	-10
OCC[C@@H]1C[C@H](O)[C@@H](O)[C@]2(CCc3ccccc3CO2)O1	-3	12	0	3	-5	-4	-0.4	3	-1	41
Cc1nnc(SCc2nc3ccccc3[nH]2)s1	-1	4	-3	-2	-29	8	0.2	-4	6	12
CC(=O)N1CCc2cc(Br)cc(S(=O)(=O)N3CCN(C(=O)c4ccco4)CC3)c21	3	14	-1	-1	-4	0	0.7	-3	3	24
CCC1CCCCN1C(=O)CSc1n[nH]c(N)n1 (centres undefined)	0	4	-3	·	-9	-3	-0.2	5	14	·
O=C1CCCC/C1=C\Nc1ccc(C(=O)O)c(O)c1	2	5	-1	-3	2	-3	0.3	2	10	17
Cc1ccc(Sc2ccc(CN3CCCCC3)cc2[N+](=O)[O-])cc1	-3	-23	-1	-6	31	-3	0.0	2	1	28
COc1cc(-c2nc(Cc3c(F)cccc3Cl)no2)cc(OC)c1OC	7	-8	-3	-4	-14	3	-0.1	-2	-2	-1
CCC(C)COC(c1ccccc1)(c1ccccc1)C(Oc1nc(C)cc(C)n1)C(=O)O (centres undefined)	-5	0	-11	7	-3	-17	-2.3	-7	19	0
CN(C)c1ccc(CNCC2CCCO2)cc1 (centres undefined)	1	-11	-14	-2	9	-3	0.1	4	8	8
CCOC(=O)c1nn(-c2ccc(Cl)cc2)c2nc(Nc3ccccc3)cc(=O)n12	-4	-4	-4	4	3	0	0.5	8	7	2
NC(=O)Cn1c(-c2nonc2N)nc2ccccc21	0	4	-2	0	-2	2	-0.4	-4	-4	1
O=C(c1cc2ccccc2[nH]1)N1O[C@@H]2C=C[C@H]1C2	·	10	-8	·	5	-8	0.1	4	-4	·
Cc1ccc(NC(=O)CCC(=O)c2cccs2)cc1	6	5	4	0	-5	-1	0.1	2	7	12
Cc1ccc2nc3n(c(=O)c2c1)-c1ncccc1C(=O)NC3Cc1ccccc1 (centres undefined)	·	9	-12	·	·	-6	-1.1	11	11	·

Reformatted in CSV form: entries from further up
Molecule,Rv3671c inh,MazF activator,BoNT F protease,SARS 3CLpro inh,PriA SSB inh,Anthrax LF inh2,BoNT A protease,PrPC surface inh,CCHFV vOTU inh,VHR inh abs
C[C@H](O)[C@@H]1C(=O)N2CCc3ccc(-c4cccc(F)c4)cc3[C@@H]2C[C@@H]1N(C)C(=O)C(C)(C)C,·,-2,-2,·,-3,2,0.1,3,8,·
OCC[C@@H]1C[C@H](O)[C@@H](O)[C@]2(CCc3ccccc3CO2)O1,-3,12,0,3,-5,-4,-0.4,3,-1,41

Four consecutive compounds out of the list so far, for reference:
SMILES	Rv3671c inh	MazF activator	BoNT F protease	SARS 3CLpro inh	PriA SSB inh	Anthrax LF inh2	BoNT A protease	PrPC surface inh	CCHFV vOTU inh	VHR inh abs
COc1ccc(Cl)cc1NS(=O)(=O)N1CCOCC1	-7	7	-5	-1	-8	-3	0.1	0	-3	9
Cc1cccc(S(=O)(=O)Nc2cccc(-c3cn4ccsc4n3)c2)c1	-27	2	8	4	14	2	-0.5	14	4	14
COc1ccc(CNn2c(-c3cccs3)nc3ccccc3c2=O)cc1OC	-35	-23	-10	3	1	-7	-1.0	4	14	-4
COc1ccc(C(=O)CSc2nc(C(C)(C)C)nc3ccccc23)cc1	-15	-12	-10	-1	-14	0	-1.4	13	0	-1

Next part:
SMILES	Rv3671c inh	MazF activator	BoNT F protease	SARS 3CLpro inh	PriA SSB inh	Anthrax LF inh2	BoNT A protease	PrPC surface inh	CCHFV vOTU inh	VHR inh abs
COC(=O)Nc1ccc(S(=O)(=O)N2CCCC(C(=O)N3CCOCC3)C2)cc1 (centres undefined)	-3	4	-10	-4	-12	-1	-2.0	8	7	-6
Cc1ccc(Cn2c(C3CCCN3c3nc(-c4cc(Cl)c(N)c(Cl)c4)cs3)nc3cc(Cl)c(Cl)cc32)cc1 (centres undefined)	9	-4	-4	·	13	0	0.0	-3	-3	·
CCOC(=O)c1cc(NC(=O)N2CCCCC2)c(C)nc1C	-1	3	?	4	-23	-5	0.5	-5	6	12
COc1cc(/C=C2\SC(=S)N(C(C(=O)O)c3ccccc3)C2=O)cc(OC)c1OC (centres undefined)	-1	-5	2	3	-13	0	2.2	-5	14	25
O=C1CCCN1c1ccc(C(=O)N(Cc2nnc(-c3ccc(Cl)cc3)o2)C2CC2)cc1	0	9	·	·	-4	·	·	-3	-2	·
O=C(COc1ccc([N+](=O)[O-])cc1)NNC(=O)c1cccnc1	8	-5	-12	4	3	-1	-3.1	-2	-2	-5
CC(C)CC(=O)Nc1nnc(SCC(=O)NCc2ccco2)s1	8	4	1	-8	-7	2	-0.4	0	-1	-10
O=C(NCC1CCCCC1)C1CCCN(C(=O)NC2CCCCC2)C1 (centres undefined)	-20	2	-14	-2	-11	?	?	5	-3	4
CCOc1ccc(OCCC(=O)OCC(=O)Nc2cc(S(=O)(=O)N3CCOCC3)ccc2OC)cc1	·	2	8	·	-7	-2	-1.4	0	2	·
COCCN1C(=O)c2ccccc2C1c1nnnn1Cc1ccccc1 (centres undefined)	·	·	-6	·	·	-9	0.2	0	4	·
COc1cccc(C(=O)Nc2ccc(NC(=O)C3CCCCC3)nc2)c1	·	2	-2	2	-1	-2	-0.6	3	18	25
Cc1cccc2c(=O)cc(C)n(Cc3ccccc3)c12	-4	-10	5	0	-21	1	1.3	1	-5	0
CC(=O)Nc1ccc(NC(=O)C2CC(=O)N(Cc3ccco3)C2)cc1 (centres undefined)	·	-3	-12	·	-7	-1	-0.9	1	-6	·
CC(=O)Nc1ccc(S(=O)(=O)N2CCN(c3cc(C)nc4ccccc34)CC2)cc1	-2	1	7	4	-13	3	0.1	-3	8	6
C=CCN1C(=O)C2C3C=CC(C2C1=O)C1C2C(=O)N(CC=C)C(=O)C2C31 (centres undefined)	-11	-17	-2	-2	-5	-6	-0.5	-7	-9	5
Cc1ccc(CNC(=O)c2cc3c(s2)CS(=O)(=O)C3)cc1	0	10	5	1	-3	-1	1.5	1	9	10
Cn1cnc2nc[nH]c2c1=O	·	-17	2	·	-15	0	-0.7	6	-1	·
COc1ccc(/C(C)=N/NC(=O)C2CC2)cc1	-4	-17	2	6	·	-4	0.8	4	-6	17
CC(C)CC(=O)Nc1nnc(SCC(=O)NCc2ccc3c(c2)OCO3)s1	8	7	-2	0	-3	-3	-0.2	-1	-11	8
CSCCC(NC(=O)c1cccc(S(=O)(=O)N2CCOCC2)c1)C(=O)Nc1ccc(F)cc1 (centres undefined)	-1	-15	-4	-2	2	5	0.0	-4	11	4
CCC(=O)Nc1ccc(NC(=O)c2cccc(OC)c2)nc1	1	-7	8	2	2	0	0.0	1	4	4
CCOC(=O)C1CCCN(Cc2nc3ccc([N+](=O)[O-])cc3c(=O)n2-c2ccc(OC)cc2OC)C1 (centres undefined)	-1	4	1	1	0	-11	-0.3	-35	13	2
CN(C)C1=NC[C@H](Cc2ccccc2)N1CCCC1CCCC1	7	14	1	·	-1	-4	-0.2	17	15	·
CNC(=O)N(O)C1N(C)C(=O)N(CC(=O)OC)C1(C)C (centres undefined)	1	-8	4	-4	7	-2	-0.1	1	-6	20
COc1ccc(C(=O)NCCNC(C)=O)cc1S(=O)(=O)NCc1ccc(Cl)cc1	6	4	-6	2	-10	-2	-1.0	-5	-3	16

Other results:
SMILES	Rv3671c inh	MazF activator	BoNT F protease	SARS 3CLpro inh	PriA SSB inh	Anthrax LF inh2	BoNT A protease	PrPC surface inh	CCHFV vOTU inh	VHR inh abs
COc1ccccc1CNC(=O)CSc1ccsc1[N+](=O)[O-]	-5	3	6	2	-9	4	1.6	-33	-4	23
O=C(COC(=O)CSc1ccc2ccccc2c1)Nc1ccccc1OC(F)F	-6	1	17	1	-32	-1	1.9	18	14	18
Cc1cccc(NC(=O)c2cc(=O)c3ccccc3o2)c1	-4	3	8	4	-11	-13	-3.4	-11	1	·
CC(C)(C)CC(C)(C)NC(=O)Nc1cccc([N+](=O)[O-])c1	-3	1	1	0	-9&-6	-3	-1.0	4	39*	15
O=C(COC(=O)c1cc([N+](=O)[O-])ccc1N1CCOCC1)Nc1c(Cl)cccc1Cl	0	1	-15	·	-4	?	-2.6	-22	9	·
O=C(CC(=O)N1CCOCC1)N1CCOCC1	·	2	0	·	-21	2	0.6	3	11	·
CCCS(=O)(=O)N1CCCC(C(=O)NCCCN(Cc2ccccc2)C(C)C)C1 (centres undefined)	-7	5	8	1	-14	-2	0.1	-9	-2	0
COc1ccc(/C=C/C(=O)NCc2cn(C)nc2C)cc1COc1ccc(Cl)cc1Br	-9	-11	-2	-4	2	-2	-1.0	·	·	6
CC(NC(=O)C1CCC(=O)N1Cc1ccccc1Cl)c1ccccc1 (centres undefined)	-2	4	31	-2	-7	-7	1.4	9	-10	31
COc1ccccc1NC(=O)NCC(c1ccco1)N1CCCCC1 (centres undefined)	1	0	2	-1	-7	-4	0.6	-1	-12	20
COc1ccc(CCn2cnc3c([nH]c4ccccc43)c2=O)cc1	-8	3	-6	-1	-6	-8	-0.7	13	-4	20
CCOc1ccc(CN2CCNC(=O)C2CC(=O)N(C)C2CCCCC2)cc1 (centres undefined)	-2	3	2	2	3	0	-0.3	1	8	8
Cc1ccc2cc(CN(c3ccc(C)c(C)c3)S(C)(=O)=O)c(=O)[nH]c2c1	4	-3	-2	3	8	-1	-0.7	2	-1	12
Cn1c[n+](C)cc1-c1ccc(/C(N)=N/O)cc1	4	-2	-9	-3	·	0	-0.6	0	5	14
CC1(C(=O)NS(=O)(=O)c2cccc(F)c2)CCN1C(=O)C/C=C/c1ccccc1 (centres undefined)	·	·	-3	·	·	-5	-0.3	-5	21	·
CCN(Cc1ccccc1)C(=O)c1cc2c(=O)oc3ccc(C)cc3c2s1	1	7	-8	-1	-20	-4	-0.5	-8	15	9
CCCCc1cc(=O)oc2cc(C)cc(OCC(=O)NCC3CCC(C(=O)O)CC3)c12 (centres undefined)	6	-4	-6	1	-8	-2	-0.2	1	-29	12
CCOc1ccsc1C(=O)O	-5	-25	0	1	12	7	0.6	2	-10	26
Cc1onc(-c2ccccc2)c1C(=O)NCc1ccc2c(c1)OCO2	-7	1	-6	4	-11	-3	0.3	6	15	-25
O=S(=O)(c1cc(Cl)ccc1Cl)N1CC2CCCN2c2ccc(C(F)(F)F)cc21 (centres undefined)	1	7	-9	0	9	0	-1.3	-1	-16	33
COc1cccc(NC(=O)CSc2nc3c(sc4ccccc43)c(=O)n2CCN(C)C)c1	-22	15	-2	1	2	-8	-1.0	0	-33	13

Some of the compounds tested. The share of hits here may be higher or lower than overall.
